High-throughput results from PubChem BioAssay.
RPL19A TOR yeast = alters RPL19A-GFP fluorescence in TOR pathway yeast screen; S. cerevisiae RPL19A-GFP strain, flow cytometry, 3 h; stronger effect = lower value; percent response vs DMSO, % at 10 µM; AID 2025; actives 0.3% (n = 330,000);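 active means percent response vs DMSO below 50%; inconclusive means fewer than 70 events counted for the yeast strain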;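 further: median channel GFP fluorescence of the barcoded RPL19A-GFP strain; ratio of sample median GFP to plate DMSO average so 100% = DMSO; lower means less RPL19A-GFP as with rapamycin TOR inhibition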
MEP2-GFP yeast = alters MEP2-GFP fluorescence in TOR pathway yeast screen; AID 2016; S. cerevisiae MEP2-GFP strain, flow cytometry GFP, 3 h; 100% = DMSO control level; actives 0.51% (n = 330,000); GFP response vs DMSO, % at 10 µM;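 active means GFP response versus DMSO above a set limit, roughly screen mean plus 3 SD, cut at about 180% in these data; inconclusive means fewer than 70 cells counted for a yeast strain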;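 further: median GFP fluorescence of the barcode-gated MEP2-GFP cells per well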
procasp3 activ = activators of human procaspase-3; P42574; recombinant procaspase-3 D3A, Ac-DEVD-pNA absorbance 405 nm; activation, % at 8.5 µM; actives 0.11% (n = 330,000); AID 463141;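 active means activation above the mean of all tested compounds plus 3 SD, cut at about 21% in these data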;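 further: 0% = DMSO alone and 100% = DMSO wells spiked with extra 5 µM PC-3 D3A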
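Technique: 405 nm absorbance of p-nitroaniline, reads at 0 and 120 min; Test system: Procaspase-3 D3A mutant; Incubation: 1 h enzyme-compound preincubation, then 2 h substrate reaction, 25 °C; Repeats: singlicate, each compound tested once; Benchmarks: low control DMSO wells, high control DMSO plus 5 µM PC-3 D3A.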
procasp7 counter = counter-screen for procaspase-3 activators: activators of human procaspase-7; P55210; recombinant procaspase-7, Ac-DEVD-pNA absorbance 405 nm; D23A/D198A/D206A triple mutant, cannot self-cleave; scale: DMSO 0, 5 µM enzyme 100; activation, % at 8.5 µM; actives 0.093% (n = 330,000); AID 463210;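 active means percent activation above the screen-wide mean plus 3 SD, cut at about 25% in these data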
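Test system: Procaspase-7 triple mutant (PC-7 D3A). Also added: Ac-DEVD-pNA substrate, 400 µM as added. Schedule: 1 h enzyme–compound preincubation and 2 h substrate reaction, both 25 °C. Signal: p-Nitroaniline absorbance at 405 nm, read at 0 and 120 min. Control set: low DMSO alone, high DMSO plus 5 µM PC-7.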
ZTA counter = counter-screen for EBNA-1 inhibitors: inhibitors of Epstein-Barr virus ZTA; ZTA-DNA binding, fluorescence polarization; AID 2234; actives 0.15% (n = 320,000); inhibition, % at 11 µM; P03206; in the data active means inhibition above about 33%
EBNA-1 inh = blocks EBNA-1 binding to DNA | EBNA-1 DNA binding, fluorescence polarization | inhibition, % at 14.8 µM | actives 0.34% (n = 300,000); in the data active means inhibition above about 28%
LAP4-GFP MLPCN = alters LAP4-GFP fluorescence in TOR pathway yeast screen; S. cerevisiae LAP4-GFP multiplex, flow cytometry GFP, 3 h; median GFP as percent of DMSO wells; GFP response vs DMSO, % at 10 µM; AID 2023; actives 0.34% (n = 320,000);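 active means GFP response vs DMSO above a set limit, about the screen mean plus 3 SD, cut at about 150% in these data; inconclusive means under 70 cell events counted for the yeast strain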
AHR act = human AHR activation; P35869; AHR-responsive luciferase reporter cells, luminescence; activation, % at 5 µM; actives 2.5% (n = 320,000); in the data active means activation above about 47%;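 further: 0% = vehicle wells and 100% = reference agonist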
* hit, by the source's call; ? = inconclusive; / = not tested or not shown; [ ] = another dose, or the depositor's remark. Hits appear at their usual frequency; any-hit rate near 3.8%.

SMILES	RPL19A TOR yeast	MEP2-GFP yeast	procasp3 activ	procasp7 counter	ZTA counter	EBNA-1 inh	LAP4-GFP MLPCN	AHR act
CC(=O)N=c1cccc(NC(C)=O)n1O	94	97	5	3	12	7	91	-2
CCc1ccc(CNC(=O)CCCn2c(=O)c3cccn3c3cccnc32)cc1	97	93	-3	6	-11	-1	93	-3
CCN(CC)C(=O)C(=O)N/N=C/c1ccc(F)cc1	96	97	0	8	-5	-6	108	1
Cn1c(=O)c2c(ncn2CC(=O)OCC(=O)NC(c2ccccc2)c2ccccc2)n(C)c1=O	99	101	-1	-4	4	1	90	3
C[C@@H]1[C@@H](Sc2ccccc2)CC(=O)O[C@@H]1c1ccc(-c2ccccc2)cc1	98	90	0	-4	-19	4	115	-2
O=C(NCCc1ccccc1)C1CCN(Cc2ccccc2F)CC1	101	99	-2	2	-3	-10	89	1
COc1ccc(CCC(=O)N2CCN(c3cccc(C)c3C)CC2)cc1	100	111	-7	-6	-4	5	100	3
COc1ccccc1NC(=O)c1cc(OC)c(OC)cc1[N+](=O)[O-]	96	98	2	-3	-4	3	97	8
COc1ccc2oc(=N)c(C(=O)Nc3ccc(F)cc3)cc2c1	92	96	4	6	1	-5	106	3
Nn1c(SCc2c(F)cccc2F)nnc1-c1ccccn1	95	100	1	4	-4	0	100	-3
COc1ccc(C(=O)NCC(=O)N=Nc2c(O)n(Cc3ccccc3)c3ccccc23)cc1OC	102	102	-4	0	-16	-1	97	0
CSc1ccc(C(=O)N2CCc3ccc(NC(=O)c4ccccn4)cc3C2)cc1	109	100	-6	4	12	0	100	30
COC(=O)Cn1c(=O)c2c(nc(Br)n2CC(=O)OC)n(C)c1=O	91	92	10	-1	-18	3	85	3
O=C(c1cccc2cccc(O)c12)N1CCCCC1	105	109	0	12	7	9	102	3
NC(=O)COC(=O)c1ccccc1OCc1ccccc1	96	87	-2	4	8	-5	82	-3
CCOc1ccc(OCC(=O)OCC(=O)N2CCN(C(=O)c3ccco3)CC2)cc1	100	99	2	-2	1	2	106	-1
O=C(Nc1ccccc1)C1CCCN(S(=O)(=O)c2ccc(-n3cnnn3)cc2)C1 (stereo not given)	100	94	-3	-1	8	20	100	0
O=C(c1ccc(F)cc1)N1CCCC(c2ccccc2)C1 (stereo not given)	89	94	1	1	2	4	95	-1
c1ccc(-c2nc(NCc3ccco3)c3ccccc3n2)cc1	98	101	3	9	-1	-7	98	2
Cc1cc(C)n(CCn2nc(C)cc2C)n1	102	105	3	6	-12	-2	102	-2
CCCCCOC(=O)C1=C(C)NC(=O)NC1c1ccccc1OCC (stereo not given)	105	107	-7	-5	-15	-19	100	-1
CC(C)Cn1c(N)c(C(=O)COC(=O)[C@@H]2CCCN2C(=O)c2cccs2)c(=O)n(C)c1=O	94	99	4	2	-7	-1	96	1
NNC(=O)c1sccc1OCc1ccc(Cl)cc1	89	85	2	-7	11	10	87	9
CCn1cnc2c1c(=O)n(Cc1cccc([N+](=O)[O-])c1)c(=O)n2Cc1ccccc1	99	101	9	0	1	0	94	1
CCCN(CC(=O)Nc1ccc(F)c(F)c1F)C(=O)c1ccc2c(c1)NC(=O)CS2	93	91	-6	2	/	/	88	2
COc1ccc(NC(=O)Cn2c(=O)c(C)nc3ccccc32)cc1Cl	101	98	15	8	4	12	115	-3
COc1ccc(NC(=O)CSc2nnc3ccc(-c4ccncc4)nn23)cc1	90	91	4	6	-20	2	97	-3
CCn1c(CNC(=O)c2ccco2)nnc1SCC(=O)c1ccc(OC)cc1	104	104	2	-5	-2	5	100	0
COc1ccccc1Nc1ccc(Nc2ccccc2OC)nn1	107	98	-3	-7	3	-1	98	1
COc1ccccc1C(=O)Nc1ccnn1C1CCN(Cc2cn(C)c3ccccc23)CC1	98	103	13	6	13	1	102	1
CCCCN(C(=O)NC(=O)Nc1nc2ccc(OC)cc2s1)S(C)(=O)=O	100	99	-8	3	-13	-4	95	13
O=C(c1ccccn1)N1CCN(c2ccc(C(F)(F)F)cn2)CC1	95	93	3	9	-1	10	98	-1
c1coc(CNc2nc3ccccc3n2CCN2CCOCC2)c1	98	97	-6	-1	0	0	99	1
O=C(Cn1ncn2c(cc3ccccc32)c1=O)NCCC1=CCCCC1	97	107	6	-3	-15	-1	102	12
CC(C)=CCCC(C)CN1CCC(O)CC1 (stereo not given)	105	109	8	10	2	10	116	2
CC1CCN(S(=O)(=O)c2ccc3ccccc3c2)CC1	100	98	-9	1	-6	6	109	3
CCCCC1=CC2=CC(=O)C(C)(OC(=O)C3CCCC3)C(=O)C2=CO1 (stereo not given)	86[may fluoresce violet]	108[may fluoresce violet]	-7	-14	2	-3	115[may fluoresce violet]	2
O=C(Nc1ccc(Br)cc1)N1CCCCCC1	105	99	1	11	15	9	89	1
COC(=O)C1=C(C(=O)c2ccc(C)cc2)C(c2ccccc2)n2nnnc2N1 (stereo not given)	100	99	0	2	18	10	116	1
O=C(NCc1ccc2c(c1)OCO2)C(=O)Nc1cc2c3c(c1)CC(=O)N3CCC2	91	96	-11	7	1	0	94	-2
COCC(C)n1c(SCC(=O)Nc2ccc3c(c2)OCCO3)nc2ccccc2c1=O (stereo not given)	94	93	7	-5	8	/	88	-1
COc1ccc(C(=O)COC(=O)c2ccc(NC(=O)c3ccccc3)cc2)cc1	93	114	-3	11	13	29*	102	2
N#Cc1nc(-c2ccco2)oc1N1CCC(C(N)=O)CC1	85	93	-4	-4	15	3	87	0
CC1(C)CC(=NO)CC(C)(C)N1	?	?	-2	3	-19	1	?	0
CN(C)CCCN(C(=O)c1ccc(S(=O)(=O)N2CCCCCC2)cc1)c1nc2ccc(F)cc2s1	99	106	3	-3	-28	0	94	1
CCCC1O[C@@H]2CC3C4CCC5=CC(=O)C=C[C@]5(C)C4C(OC(C)=O)C[C@]3(C)[C@]2(C(=O)COC(C)=O)O1 (stereo not given in full)	98	95	4	1	7	-13	96	8
COc1ccccc1N1CCN(C(=O)/C=C/c2c(Cl)nc3ccccn23)CC1	97	94	6	1	13	5	113	-1
COC(=O)N/N=C/c1c(C)nn(-c2cccc(Cl)c2)c1Cl	105	144	4	2	-10	-3	115	-10
COc1cccc(OC)c1OCCOc1ccc(C(=O)c2ccccc2)cc1	104	105	11	10	-3	-6	99	3
CCn1nc(C)c(/C=N/NC(=O)Cn2cncn2)c1C	98	100	-1	3	-24	-6	98	5
COc1ccc2sc(N(CCCN(C)C)C(=O)c3ccc(S(=O)(=O)N(C)C4CCCCC4)cc3)nc2c1	98	96	0	2	6	2	95	-12
CCO[C@@H]1OC(C(N)=O)=C[C@H](c2ccc(C(F)(F)F)cc2)[C@H]1CCCO	90	89	5	5	-8	4	126	-1
CCN(CC(=O)NC(C)C)C(=O)C(CCSC)NC(=O)c1cccc(C)c1 (stereo not given)	101	101	5	2	0	4	97	1
Cc1cc(CC(C)C)n(-c2nc3ccccc3c(=O)n2OCC(=O)N(C)C)n1	100	98	7	-3	2	4	93	15
CCN(CC)S(=O)(=O)c1cccc(-c2nnc(SCc3nnc(-c4ccccc4)o3)n2C)c1	97	103	1	8	4	-16	98	1
C=CCc1ccccc1OCC(=O)NNC(=S)NCc1ccccc1	97	93	-6	-7	-13	-7	90	-2
COC(=O)c1c(NC(=O)c2ccoc2C)sc2c1CCC2	101	100	0	6	-15	0	97	12
Cc1cc2c(c(=O)n1CCCn1ccnc1)C(c1ccco1)C(C#N)=C(N)O2 (stereo not given)	96	92	10	7	-4	12	98	2
O=C(/C=C/Nc1ccc(S(=O)(=O)Nc2ncccn2)cc1)c1ccc(Cl)c(Cl)c1	97	109	-1	2	-5	-4	99	7
CCc1ccc(OCC(=O)NC2CC(C)(C)NC(C)(C)C2)cc1	104	105	-2	11	-15	7	102	0

(continued)
SMILES	RPL19A TOR yeast	MEP2-GFP yeast	procasp3 activ	procasp7 counter	ZTA counter	EBNA-1 inh	LAP4-GFP MLPCN	AHR act
CCCCn1c(N)c(N(CC(C)C)C(=O)c2ccc(Br)o2)c(=O)[nH]c1=O	98	107	8	12	-3	-9	107	1
O=C(NC(=S)Nc1ccccc1Br)c1cccnc1	100	108	-14	-5	-7	0	98	22
CC(=O)Nc1ccc(NC(=O)CSc2nc3nc(-c4cccs4)cc(C(F)(F)F)c3c(=O)[nH]2)cc1	97	96	3	8	-5	5	101	1
COc1cc(/C=N/Nc2nc(C)cc(C)n2)cc(OC)c1OC	110	108	-4	0	14	-25	99	23
CC(=O)Oc1ccccc1C1=NN(C(C)=O)C(c2ccccc2)C1 (stereo not given)	103	108	1	1	5	1	92	-1
CCC(=O)N1CCc2cc(S(=O)(=O)CCC(=O)N(C)c3ccc(OC)cc3OC)ccc21	107	117	0	-5	21	7	95	-2
COC(C[C@H]1O[C@@H]1[C@H](O)COCc1ccccc1)OC	101	102	0	-3	7	/	108	0
N#Cc1nc(-c2ccc(OCc3ccccc3)cc2)oc1N1CCOCC1	96	97	6	13	-9	10	101	0
CC(=O)C1=C(NC(=O)c2ccccc2F)C[C@@H]2[C@H]1C2(C)C	/	108	-2	-4	2	0	100	5
COc1cc(C(=O)NCC(=O)NCC2COc3ccccc3O2)cc(OC)c1OC (stereo not given)	98	98	2	9	-5	4	104	2
O=C(COc1ccc(Br)cc1Br)NC1CCCC1	91	94	1	-1	-8	-17	105	-8
Cc1cc(NC(=O)COC(=O)C2CC(=O)N(c3cccc(Cl)c3)C2)no1 (stereo not given)	90	74	1	-1	-19	0	86	1
O=C1CCCC(=O)N1c1ccc(N2CCOCC2)c([N+](=O)[O-])c1	105	101	3	-7	-12	-22	99	2
O=C1c2cnc3nc(SCc4cccc(Cl)c4)nn3c2CC2c3ccccc3CCN12 (stereo not given)	106	111	-7	9	-18	-4	82	-4
CCOC(=O)c1sc(NC(=O)CSc2nc3c(c(=O)n2-c2ccc(C)cc2)SCC3)c(C(=O)OCC)c1C	102	92	-5	11	-7	-11	99	-1
COc1ccc(S(=O)(=O)NC(C)C(=O)NCc2ccncc2)cc1C (stereo not given)	105	101	1	4	-4	-9	103	1
O=C(Nc1ccn(C2CC(OC(=O)c3ccccc3)C(CO)O2)c(=O)n1)c1ccccc1 (stereo not given)	99	98	4	6	-8	7	106	-2

Of the compounds above, 6 contain two or more sulfur atoms.
SMILES	RPL19A TOR yeast	MEP2-GFP yeast	procasp3 activ	procasp7 counter	ZTA counter	EBNA-1 inh	LAP4-GFP MLPCN	AHR act
CCCCN(C(=O)NC(=O)Nc1nc2ccc(OC)cc2s1)S(C)(=O)=O	100	99	-8	3	-13	-4	95	13
CN(C)CCCN(C(=O)c1ccc(S(=O)(=O)N2CCCCCC2)cc1)c1nc2ccc(F)cc2s1	99	106	3	-3	-28	0	94	1
COc1ccc2sc(N(CCCN(C)C)C(=O)c3ccc(S(=O)(=O)N(C)C4CCCCC4)cc3)nc2c1	98	96	0	2	6	2	95	-12
CCN(CC)S(=O)(=O)c1cccc(-c2nnc(SCc3nnc(-c4ccccc4)o3)n2C)c1	97	103	1	8	4	-16	98	1
CC(=O)Nc1ccc(NC(=O)CSc2nc3nc(-c4cccs4)cc(C(F)(F)F)c3c(=O)[nH]2)cc1	97	96	3	8	-5	5	101	1
CCOC(=O)c1sc(NC(=O)CSc2nc3c(c(=O)n2-c2ccc(C)cc2)SCC3)c(C(=O)OCC)c1C	102	92	-5	11	-7	-11	99	-1
